Lipid droplet – inhibitors of hepatocyte lipid droplet formation, primary screen, imaging, high-throughput imaging, BODIPY stain; 240,000 tested, 0.4% active; inhibition, % at 6.5 µM; AML12 mouse hepatocytes, oleate lipid droplets;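 active = lipid droplet intensity inhibited by at least 50%, with more than 500 cells counted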
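Material – mouse AML12 hepatocyte cell line, fixed after treatment · Compound dosing – one dose, 6.5 µM compound · Times – compound with oleate, overnight · Measured by – Image-based BODIPY and DAPI two-channel analysis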
PMI inhibition – human PMI inhibitors, high substrate, primary screen, biochemical, fluorescence intensity, high mannose 6-phosphate (AID 1220); 190,000 tested, 0.66% active; Mannose-6-phosphate isomerase (Homo sapiens); recombinant PMI enzyme, coupled fluorescence intensity; higher % means a stronger effect; inhibition, % at 20 µM; hits with a dose series show IC50 in µM
P. falciparum M1AAP – P. falciparum M1AAP inhibitors, biochemical, fluorogenic H-Leu-NHMec substrate, 1536-well (AID 1445); 220,000 tested, 0.42% active; recombinant M1AAP, H-Leu-NHMec fluorogenic kinetic assay; higher % means a stronger effect; inhibition, % at 30 µM, or IC50 in µM where a hit was titrated; Aminopeptidase N (Plasmodium falciparum (isolate 3D7));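 active = primary inhibition above the hit cutoff, then over 50% inhibition at one or more dose response concentrations, cut at about 23% in these data, passing the limit was not always enough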;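 also: plate controls were DMSO full reaction for no effect and no enzyme background for full effect; strong numbers were not always called active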
PMI inhibitors – inhibitors of human PMI, primary screen, biochemical, fluorescence intensity, coupled assay (AID 1209); Mannose-6-phosphate isomerase (Homo sapiens); purified PMI enzyme, coupled fluorescence intensity; higher % means a stronger effect; inhibition, % at 20 µM, or IC50 in µM where a hit was titrated; 190,000 tested, 0.42% active;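 also: plate controls were DMSO vehicle for no effect and wells lacking substrate for full effect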
UTI89 phage lysis – inhibition of K1F phage lysis, E. coli UTI89, bacterial capsule biogenesis inhibitors, alamar blue (AID 488966); inhibition, % at 100 µM, or IC50 in µM where a hit was titrated; 340,000 tested, 0.02% active; E. coli UTI89 K1F phage lysis, alamar blue, 2 h; higher % means a stronger effect;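 active = phage lysis inhibition, versus mean bacterial control, above a set limit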;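 also: capsule biogenesis inhibitors block K1F phage lysis so surviving cells raise fluorescence; higher fluorescence means more inhibition of phage lysis; actives were called in the ten point dose series up to 300 µM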
TNAP activators – human TNAP enzyme activators, primary screen, biochemical, luminescent, no phosphate acceptor, uHTS (AID 1001); Alkaline phosphatase, tissue-nonspecific isozyme (Homo sapiens); activation fold at 20 µM; hits with a dose series show EC50 in µM; purified TNAP, luminescent activation assay, no phosphate acceptor; higher activation fold means a stronger effect; 200,000 tested, 0.03% active; in the data active = activation fold from about 3, or a potency from the dose series; inactive = the rest, 99 in 100 with activation fold below about 1.6; also: many of its hits are not listed in these tables
SIAH1 antagonists – Siah-1 peptide-binding antagonists, primary screen, biochemical, fluorescence polarization, rhodamine-plectin, uHTS (AID 1817) | E3 ubiquitin-protein ligase SIAH1 (Homo sapiens) | Siah-1 / rhodamine-plectin peptide fluorescence polarization; higher % means a stronger effect | displacement, % at 20 µM; hits with a dose series show IC50 in µM | 290,000 tested, 0.02% active;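 active = displacement of at least 50% at 20 µM, with a fluorescence ratio check between 0.3 and a set limit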;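 also: plate controls were Siah plus tracer with DMSO for no effect and tracer alone without Siah for full effect; strong numbers were not always called active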
M17LAP inhibition – P. falciparum M17LAP inhibitors, primary screen, biochemical, fluorogenic H-Leu-NHMec substrate, 1536-well (AID 1619) | Leucine aminopeptidase (Plasmodium falciparum (isolate 3D7)) | recombinant M17LAP, H-Leu-NHMec fluorogenic kinetic assay; higher % means a stronger effect | inhibition, % at 30 µM, or IC50 in µM where a hit was titrated | 220,000 tested, 0.38% active;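 active = compound inhibiting the enzyme by more than half at any dose during confirmatory dose-response retesting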;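 also: plate controls were full reaction with DMSO carrier for no effect and no enzyme background for full effect; strong numbers were not always called active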
XIAP antagonists – XIAP antagonists, biochemical, IAP family, fluorescence polarization (AID 1018). 200,000 tested, 0.007% active. E3 ubiquitin-protein ligase XIAP (Homo sapiens). displacement, % at 20 µM, or IC50 in µM where a hit was titrated. XIAP BIR domain, fluorescence polarization peptide displacement; higher % means a stronger effect; in the data active = displacement above about 50%; also: a part of the inactive calls stands beside numbers as strong as those of hits
Lipid droplet cells 6.5 µM – second read-out of Lipid droplet, no call of its own (marks repeat the call); cell count; measured here: cell count, cytotoxicity flag;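 cells counted across two imaged fields per well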
Starred values were filed as active, the others as inactive; · = not tested or not shown; [ ] = dose if it differs, or a comment. Rule as the data show it, unless noted: active = inhibition above about 50%; inactive = the rest.

canonical_smiles | Lipid droplet | Lipid droplet cells 6.5 µM | PMI inhibition | P. falciparum M1AAP | PMI inhibitors | UTI89 phage lysis | TNAP activators | SIAH1 antagonists | M17LAP inhibition | XIAP antagonists
COc1ccc(OC)c(-c2cc(C(=O)NCc3cccs3)no2)c1 | 10 | 704 | 14% | 0% | 13% | 3.6% | 1 | 8% | 0% | -8.4%
N#Cc1ccccc1NC(=O)CC1CCCCC1 | 11 | 826 | 1% | -11% | 4% | 0.0% | 1 | 0% | -6% | -11%
COC(=O)c1ccc(NC(=O)C2CCN(S(C)(=O)=O)CC2)cc1 | · | · | 0% | 0% | -5% | -1.0% | 1.1 | 0% | -9% | -0.6%
Cc1cnc(-c2nnc(N(C)C(=O)c3ccccn3)s2)cn1 | · | · | -1% | · | 0% | · | 1.1 | -3% | · | 4.2%
O=C(c1ccc(NC(=S)NCc2ccco2)cc1)N1CCCCC1 | 3 | 661 | 2% | -2% | 1% | -0.7% | 1.1 | 1% | 4% | -5.9%
CCN(C(=O)CSc1nnc(Cn2nnc3ccccc32)o1)c1nc(C)cs1 | 0 | 727 | -1% | 13% | 9% | -0.7% | 1.1 | 1% | 8% | 1.4%
CCOC(=O)C1=C(C)NC2=C(C(=O)CC(C)(C)C2)C1c1ccc2c(c1)CCCN2C (stereo not given) | 1 | 755 | -105% | -11% | -48% | 1.5% | 1 | -2% | 3% | -5.1%
CC1CC(C)CN(CCCNC(=O)c2csc3c2CCCC3)C1 (stereo not given) | 6 | 798 | 8% | 18% | 8% | 0.1% | 1.1 | 1% | 6% | -25%
Cc1ccc(C2CC(c3cccc(C)c3)n3ncnc3N2)cc1 (stereo not given) | · | · | 14% | -1% | 10% | 7.3% | 1.1 | 1% | 7% | -9.1%
CCCCNCc1cc(OC)c(OCC(N)=O)cc1Br | 20 | 766 | 7% | 1% | 7% | 0.1% | 1.1 | -2% | 0% | -3.9%

Three compounds out of the list, ordered by count of non-hydrogen atoms, falling.
canonical_smiles | Lipid droplet | Lipid droplet cells 6.5 µM | PMI inhibition | P. falciparum M1AAP | PMI inhibitors | UTI89 phage lysis | TNAP activators | SIAH1 antagonists | M17LAP inhibition | XIAP antagonists
COc1ccc(OC)c(-c2cc(C(=O)NCc3cccs3)no2)c1 | 10 | 704 | 14% | 0% | 13% | 3.6% | 1 | 8% | 0% | -8.4%
COC(=O)c1ccc(NC(=O)C2CCN(S(C)(=O)=O)CC2)cc1 | · | · | 0% | 0% | -5% | -1.0% | 1.1 | 0% | -9% | -0.6%
CCCCNCc1cc(OC)c(OCC(N)=O)cc1Br | 20 | 766 | 7% | 1% | 7% | 0.1% | 1.1 | -2% | 0% | -3.9%

The list goes on.
canonical_smiles | Lipid droplet | Lipid droplet cells 6.5 µM | PMI inhibition | P. falciparum M1AAP | PMI inhibitors | UTI89 phage lysis | TNAP activators | SIAH1 antagonists | M17LAP inhibition | XIAP antagonists
Cn1c(=O)c2c(ncn2CC(=O)OCC(=O)Nc2cc(Cl)ccc2Cl)n(C)c1=O | 3 | 685 | -8% | 2% | 6% | 1.7%[50 µM] | 1 | -5% | 2% | -3.4%
COc1ccc(OC)c(NC(=S)NCc2cccs2)c1 | -2 | 625 | -3% | 0% | -6% | 0.7% | 1.1 | 12% | 4% | 1.3%
c1ccc2c(c1)ncc1cccn12 | · | · | 6% | 6% | 2% | 0.1% | 1.2 | 2% | -197% | 5.0%
CCNc1ccc(S(=O)(=O)N(C)C)cc1NCC(=O)Nc1c(F)cccc1F | -15 | 661 | 8% | 4% | 9% | -2.6% | 1 | 9% | 10% | -6.1%
COc1cc(C2=Nc3ccc(Br)cc3C(c3ccccc3)N2CC(=O)NN)cc(OC)c1OC (stereo not given) | 0 | 695 | · | 5% | · | · | · | 1% | 8% | ·
CN(CC(=O)Nc1ccc(N2CCOCC2)cc1)CC(=O)Nc1ccccc1[N+](=O)[O-] | -9 | 638 | 5% | -1% | 20% | 0.3% | 1 | -5% | -5% | -2.9%
O=P(c1ccccc1)(c1ccccc1)c1nc(-c2ccc(Cl)cc2)oc1N1CCOCC1 | -19 | 640 | -4% | 17% | 0% | -0.8% | 1 | -1% | 7% | -3.3%
COc1cc(-c2cc(=O)c3ccccc3o2)ccc1O | 17 | 724 | 6% | 16% | 6% | -0.4% | 1.1 | 3% | 9% | 0.0%
Cc1cccc(C)c1NC(=O)C[N+](C)(C)CC(O)COc1cccc2ccccc12 (stereo not given) | 50 | 673 | -2% | 9% | 6% | 91µM* | 1 | -1% | 3% | -2.6%
CCOC(=O)N1CCN(S(=O)(=O)N(C)C)CC1 | · | · | 7% | 3% | 0% | 0.7% | 1.1 | 3% | 0% | -5.9%

Full records, looked up by structure. Values in the order: Lipid droplet, Lipid droplet cells 6.5 µM, PMI inhibition, P. falciparum M1AAP, PMI inhibitors, UTI89 phage lysis, TNAP activators, SIAH1 antagonists, M17LAP inhibition, XIAP antagonists
Listed for CCCCNCc1cc(OC)c(OCC(N)=O)cc1Br → 20, 766, 7%, 1%, 7%, 0.1%, 1.1, -2%, 0%, -3.9%
Listed for N#Cc1ccccc1NC(=O)CC1CCCCC1 → 11, 826, 1%, -11%, 4%, 0.0%, 1, 0%, -6%, -11%

Next section
canonical_smiles | Lipid droplet | Lipid droplet cells 6.5 µM | PMI inhibition | P. falciparum M1AAP | PMI inhibitors | UTI89 phage lysis | TNAP activators | SIAH1 antagonists | M17LAP inhibition | XIAP antagonists
O=C1N(Cc2cccc(Cl)c2)C[C@@H]2C[C@@H](c3cccn3-c3ccccn3)N3CCC[C@@]123 | -14 | 776 | 2% | 3% | -10% | -0.2% | 1 | -2% | 13% | -12%
CCCCSc1cc(C)nc2ncnn12 | · | · | 9% | -3% | 9% | -0.4% | 1.1 | -2% | -3% | -5.9%
C=C(C)Cn1c(CCCNC(=O)C(C)(C)C)nc2ccccc21 | -15 | 726 | -10% | 2% | -8% | 0.0% | 1.1 | 0% | 12% | -2.3%
CC1=C(C(=O)OCC(C)C)C(c2cc3c(cc2Br)OCO3)NC(=O)N1C (stereo not given) | 2 | 739 | 8% | 7% | 9% | 0.3% | 1.1 | 1% | 2% | -12%
Cc1nn(Cc2ccccc2)c2c1C(c1ccc(Cl)cc1)C(C#N)=C(N)O2 (stereo not given) | -8 | 734 | 18% | 2% | 7% | 0.4% | 1 | -2% | 12% | -2.1%
Cc1c(C)n(CC(O)CN2CCOCC2)c2ccccc12 (stereo not given) | · | · | 15% | 7% | 10% | 3.2% | 1.1 | 2% | 8% | -2.4%
O=C(CSc1ccccc1Cl)c1ccco1 | · | · | 5% | 6% | -1% | 1.1% | 1.1 | -8% | -9% | -2.6%
Cc1ccc(OC(=O)c2c(C)nn(-c3ccccc3)c2C)cc1 | -16 | 650 | · | 5% | · | -1.9% | · | 11% | 3% | ·
CCOc1ccccc1N(C(=O)CNC(=O)c1ccco1)C(C(=O)NC(C)(C)C)c1ccncc1 (stereo not given) | · | · | 15% | 5% | -2% | 2.3% | 1.1 | -1% | 4% | -4.1%
O=C(Nc1cccc(NC(=O)c2ccco2)c1)c1cnccn1 | 6 | 697 | -9% | -3% | -4% | 0.2% | 1 | 0% | 13% | -4.8%
C=CCNC(=O)c1onc(CSc2cccc(OC)c2)c1C(=O)O | · | · | 0% | -1% | 0% | 0.0% | 1.1 | -1% | 26% | -3.4%
CCN(CC)CCn1nc2c3c(cccc3c1=O)-c1ccccc1-2 | -46 | 405 | -4% | 4% | -4% | -0.1% | 1 | -1% | 5% | -8.6%
Fc1ccc(CSc2ccc3nnc(-c4ccccn4)n3n2)cc1 | -3 | 703 | -1% | 0% | -1% | 0.4% | 1 | -12% | 9% | -2.3%
COC(=O)c1ccc(N)c(N=CC2=C(O)CC(C)(C)CC2=O)c1 | 2 | 711 | 34% | 2% | 0% | 0.4% | 1 | 4% | -15% | -1.5%
CCCn1c(C2CC(=O)N(c3cc(OC)ccc3OC)C2)nc2ccccc21 (stereo not given) | -4 | 643 | 21% | -5% | 20% | 4.5% | 1.1 | 3% | -6% | -1.6%
CC1CCCCN1S(=O)(=O)c1ccc(C(=O)Nc2nnc(-c3ccccc3Cl)o2)cc1 (stereo not given) | 13 | 807 | -3% | -1% | -1% | 0.7% | 1.3 | -1% | 7% | -5.2%
CCOC(=O)N1CCN(C(=O)Nc2cccc3ccccc23)CC1 | 0 | 687 | 46% | 4% | 9% | 0.5% | 1.1 | -3% | 24% | -4.7%
CC(C)c1ccc(-c2c(C#N)c(N)nc(SCC(=O)N3CCCCC3)c2C#N)cc1 | 23 | 817 | 4% | 1% | 6% | 0.6% | 1.2 | 1% | -3% | -5.5%
O=C(Cn1c(N2CCN(c3ccccc3)CC2)nc2ccccc21)c1ccccc1 | 20 | 639 | 18% | 3% | 20% | 0.6% | 1 | -5% | -10% | -4.9%
CCOP(=O)(OCC)c1nc(Cc2ccccc2)oc1NCc1ccccc1 | -26 | 598 | · | 1% | · | -0.4% | · | 11% | 0% | ·
CCOC(=O)C(NC(=O)c1ccccc1OCC)(Nc1ncccn1)C(F)(F)F (stereo not given) | · | · | 18% | 6% | 14% | 0.1% | 1.1 | 0% | 3% | -7.4%
O=C(C1COc2ccccc2O1)N1CCCC1 (stereo not given) | -11 | 758 | -5% | 9% | 1% | 0.4% | 1.1 | -6% | 2% | -6.2%
Cc1ccc(-c2csc(NC(=O)/C=C/c3cccs3)n2)cc1C | -1 | 680 | 10% | 5% | 21% | 3.4% | 0.9 | 0% | 5% | -15%
Cc1cccc2cc3c(NC(=O)CC(C)C)nn(C)c3nc12 | · | · | -4% | 5% | 1% | 1.1% | 1.2 | 0% | 7% | -5.3%
O/C(=C\Sc1nnc(Cc2ccccc2)o1)c1ccc(F)cc1 | -10 | 732 | -9% | 8% | -10% | -0.3% | 1.1 | -3% | 4% | -0.8%
NCCCC[C@@H]1NC(=O)c2cc([N+](=O)[O-])cc(I)c2SC[C@@H](C(N)=O)NC(=O)[C@H](Cc2ccc(O)cc2)NC1=O | -3 | 704 | -2% | 3% | -8% | -0.3% | 1 | 2% | 15% | -6.2%

Source: PubChem BioAssay (several laboratories)
